Ub-GFP proteasome = proteasome inhibitors stabilizing ubiquitin-GFP reporter | Ubiquitin-GFP reporter cells, proteasome inhibition, GFP fluorescence; response scale: untreated = 0%, 10 µM MG-132 = 100% | Potency, µM (doses to about 45.9 µM), for the others: at the top dose activation (GFP accumulation), usual class: activators | 67,000 tested, under 10 active | AID 526; active = well fitted activation curve with a large enough effect, not every such curve was filed as active; inconclusive = small, poorly fitted or top-dose-only effect, or another doubt; inactive = no such curve, though single readings can be large or run the other way; note: potency is the fitted concentration of half-maximal effect
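GFP accumulation read-out: laser plate cytometry counting ubiquitin(G76V)-GFP-expressing U2OS cells after 4 hr compound exposure at 37 °C. Titrations spanned 46 uM to 2.9 nM; 0% = basal, 100% = 10 uM MG-132; concentration-response curves fitted.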
Epigenetic mod = derepresses silenced GFP locus in mouse C127i cells. Potency, µM (top dose mostly 46.1 µM), for the others: at the top dose GFP derepression (activation). 0.09% of 68,000 active. mouse C127i GFP locus derepression, cytometry, 30 h. AID 597; note: % of control where 0% means no effect
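Read-out is the number of GFP-positive cells, scored as fluorescent objects 20 to 120 um wide, reflecting derepression of a silenced CMV-GFP reporter in murine C127i cells after 30 h compound exposure at 37 C.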
HADH2 inhib = HADH2 (human) dehydrogenase inhibition. recombinant HADH2, NADH fluorescence, beta-hydroxybutyryl-CoA. Potency, µM (series often up to 57.1 µM), inactives show at the highest dose activity change, negative = inhibition, most hits filed as inhibitors. 3.4% of 73,000 active. AID 886; note: potency is the fitted concentration of half-maximal effect; % is set by controls: 0 for no effect and ±100 for the full control effect; nearly all actives have a fitted effect of over 60% in size; many of its hits are not listed in these tables
Target sequence (Q99714 whole entry, looked up, one chain of several): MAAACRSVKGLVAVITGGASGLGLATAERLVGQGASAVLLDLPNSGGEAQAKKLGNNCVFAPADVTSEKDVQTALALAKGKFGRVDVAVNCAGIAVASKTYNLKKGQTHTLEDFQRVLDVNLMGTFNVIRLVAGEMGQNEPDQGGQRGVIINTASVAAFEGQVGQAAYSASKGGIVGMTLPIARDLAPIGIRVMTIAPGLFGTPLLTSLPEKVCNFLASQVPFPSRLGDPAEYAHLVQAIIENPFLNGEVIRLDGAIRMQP
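E. coli-expressed His-tagged HADH2 tested at 20 nM in alkaline Tris buffer (pH 9.0); oxidation of 90 uM beta-hydroxybutyryl-CoA with 1 mM NAD+ tracked fluorimetrically for 4 min.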
Hsp90 Hop PPI = changes Hsp90-Hop TPR2A binding signal, up or down; AlphaScreen TPR2A-His6 binding biotin-Hsp90 C-terminal peptide; Potency, µM (top dose mostly 57 µM), without a hit: at the top dose activity change, negative = inhibition; 0.44% of 71,000 active; AID 595; active = well fitted curve in either direction with a large enough effect; inconclusive = small, poorly fitted or top-dose-only effect, or another doubt; note: potency is the fitted concentration of half-maximal effect; % is set by controls: 0 for no effect and ±100 for the full control effect; many of its hits are not listed in these tables
ALOX15 inhib = blocks human 15-lipoxygenase activity | purified 15hLO-1, xylenol orange hydroperoxide absorbance | AID 887 | Potency, µM (doses to about 57.1 µM), without a hit: at the highest dose activity change, negative = inhibition, usual class: inhibitors | 1.4% of 74,000 active | P16050; note: potency is the fitted concentration of half-maximal effect; % is set by controls: 0 for no effect and ±100 for the full control effect; nearly all actives have a fitted effect of over 55% in size
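Compounds were preincubated 15 min at room temperature with 40 nM purified human enzyme (25 mM Hepes pH 7.5, 0.01% Triton X-100); 50 uM arachidonic acid reacted 6 min. Fe-xylenol orange detection, 30 min, absorbance ratio 573/405 nm.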
DNA Pol III inh = DNA polymerase III holoenzyme inhibition; reconstituted DNA polymerase III holoenzyme replication, biochemical; Potency, µM (top dose mostly 57.1 µM), for the others: top-dose activity change, negative = inhibition; 0.25% of 71,000 active; note: potency is the fitted concentration of half-maximal effect; % is set by controls: 0 for no effect and ±100 for the full control effect
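Reconstituted *E. coli* holoenzyme (0.35 nM Pol III, 1 nM beta, 154 nM SSB, 2 nM primase) was preincubated with compound for 15 min at RT. Synthesis on 1.4 nM ssM13Gori ran 35 min, then was stopped with PicoGreen/EDTA and read as dsDNA fluorescence.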
ERK AVP inh = inhibitors of vasopressin-stimulated ERK signaling pathway; HEK293-V1b, vasopressin-stimulated pERK AlphaScreen; Potency, µM (series often up to 57.5 µM), inactives show at the top dose activity, negative = inhibition, actives largely listed as inhibitors; 0.99% of 72,000 active; note: potency is the fitted concentration of half-maximal effect; % is set by controls: 0 for no effect and ±100 for the full control effect; nearly all actives have a fitted effect of over 55% in size
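HEK293 cells stably expressing V1b receptor, seeded overnight in 1% FBS, were treated with compounds for 30 min at 37C, then stimulated 5 min with 25 nM vasopressin; phospho-ERK read by AlphaScreen SureFire after lysis.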
Luciferase inh = firefly luciferase inhibition. P08659. purified firefly luciferase, luminescence, 8 min. Potency, µM (series often up to 57.1 µM), for inactives: at the top dose activity change, negative = inhibition, actives largely listed as inhibitors. 2.2% of 72,000 active; note: potency is the fitted concentration of half-maximal effect; % is set by controls: 0 for no effect and ±100 for the full control effect; nearly all actives have a fitted effect of over 40% in size
Target sequence (P08659 whole entry, looked up): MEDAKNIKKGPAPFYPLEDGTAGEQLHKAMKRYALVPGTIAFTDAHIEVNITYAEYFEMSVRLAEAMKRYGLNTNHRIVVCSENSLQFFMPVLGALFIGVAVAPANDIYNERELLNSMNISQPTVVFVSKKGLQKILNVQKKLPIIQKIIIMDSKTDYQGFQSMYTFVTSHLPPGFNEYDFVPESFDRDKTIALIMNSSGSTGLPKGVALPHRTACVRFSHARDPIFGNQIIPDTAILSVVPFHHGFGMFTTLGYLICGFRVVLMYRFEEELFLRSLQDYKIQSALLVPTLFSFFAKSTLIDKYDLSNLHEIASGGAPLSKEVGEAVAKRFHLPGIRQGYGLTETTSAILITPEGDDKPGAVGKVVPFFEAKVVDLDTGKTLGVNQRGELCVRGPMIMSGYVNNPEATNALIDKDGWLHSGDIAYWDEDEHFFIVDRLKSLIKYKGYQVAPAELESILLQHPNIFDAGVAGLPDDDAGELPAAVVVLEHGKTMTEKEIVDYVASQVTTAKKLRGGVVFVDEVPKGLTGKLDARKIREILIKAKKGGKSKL
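Compounds were tested as concentration series (qHTS) against purified P. pyralis luciferase with luciferin and 10 uM ATP in 50 mM imidazole pH 7.2, 50 mM KCl, 7 mM MgCl2, 0.01% Tween 20, 0.05% BSA. Luminescence was read after 8 min at ambient temperature.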
HBB splice mod = alters splicing of the hemoglobin beta chain; HBB splicing reporter cell assay, activation; EGFP reporter with mutant IVS2-654 intron; response scale: normalised to 500 nM splice-correcting PNA; Potency, µM (highest dose often 46.1 µM), for the others: top-dose activation, hits mostly activators; 0.06% of 65,000 active; AID 925; note: potency is the fitted concentration of half-maximal effect; 0% is about no effect
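Compounds were applied for 2 days to HeLa EGFP-654 cells, 500/well in Optimem with 2% FCS. The reporter's EGFP is disrupted by mis-splicing of beta-globin intron IVS2-654. Readout: summed well GFP fluorescence from 488 nm laser scanning; reference was 500 nM antisense […] 654 PNA.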
CRE-bla Fsk = modulators of forskolin-stimulated CRE signaling in CHO cells; CHO CRE-bla reporter (cAMP response element driving beta-lactamase), forskolin EC10, beta-lactamase ratio; Potency, µM (series often up to 38.2 µM), for the others: top-dose activity change, negative = inhibition, most hits filed as activators; 2.5% of 71,000 active; AID 662; active = well fitted activation curve with a large enough effect in the signal ratio, with a control signal flat, not every such curve was filed as active; inconclusive = small, poorly fitted or top-dose-only effect, or effect the other way, or a change in a side signal; the % refers to the signal ratio; note: potency is the fitted concentration of half-maximal effect; % of control where 0% means no effect
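Cells were plated overnight at 37 °C, exposed to compound titrations plus EC10 NKH 477 for 3 h, then given CCF4 dye for 2 h at room temperature. Blue/green (460/530 nm) ratio was converted to %Activity and AC50 values calculated.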
Tau fil binding = binds recombinant human tau filaments; Potency, µM (titrated, usually from 57.1 µM), inactives show top-dose activity change, negative = inhibition; recombinant tau filaments, thioflavin S fluorescence, 15 h; filaments grown with octadecylsulfate alongside compound; P10636; AID 596; 2% of 71,000 active;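 note: potency is the fitted concentration of half-maximal effect; % is set by controls: 0 for no effect and ±100 for the full control effect; actives lower thioflavin S fluorescence by blocking filaments or displacing dye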
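Tau 2 uM in ThS buffer dispensed; compound added; 60 uM ODS added (finals 1 uM tau, 30 uM ODS); 15 h 37 C; fluor ex450/em510.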
* = called active by the depositor; ? = inconclusive; · = not tested or not shown; [ ] = dose if it differs, or a comment. Unless noted, calls come from the whole dose curve; as a rule, active = well fitted curve in the direction sought with a large enough effect; inconclusive = small, poorly fitted or top-dose-only effect, or another doubt; inactive = no such curve, though single readings can be large; an effect the other way counts as inactive or inconclusive. This is a subset, so the mix of outcomes need not match the whole.

SMILES | Ub-GFP proteasome | Epigenetic mod | HADH2 inhib | Hsp90 Hop PPI | ALOX15 inhib | DNA Pol III inh | ERK AVP inh | Luciferase inh | HBB splice mod | CRE-bla Fsk | Tau fil binding
CN(Cc1ccccc1)Cc1nc2c([nH]1)c(=O)[nH]c(=O)n2C | 5% | -5% | 7% | -4% | 5% | -7% | -1% | 1% | 0.8%[57.5 µM] | ? | 0%
COc1cc2c(cc1OC)-c1cc(NC3CC3)nc(=O)n1CC2 | 10% | -1% | -12% | -6% | 2% | -4% | ? | 0% | 0.4% | 10µM* | -4%
CC(=O)N(c1cccc(C)c1)C1SC(=O)N(c2ccccc2)C1=O (centres undefined) | 0% | 1% | -6% | 1% | 2% | -6% | -11% | 0% | 0.1%[57.5 µM] | -13% | -2%
CNc1ncncc1-c1ccccc1C(F)(F)F | -9% | 5%[9.22 µM] | ? | -6% | ? | 6% | ? | -1%[2.29 µM] | -1.1% | -2% | -3%
COc1ccccc1[N+](=O)[O-] | · | · | -8% | 0% | 6% | -4% | 11% | · | 0.2% | -3% | -16%
Nn1c(SCc2ccccc2)nnc1-c1ccco1 | 6% | · | 10% | -3% | -1% | -5% | · | -1% | 0.3% | ? | -2%
CCOC(=O)c1c(-c2ccc(C)o2)csc1NC(=O)CSc1nnnn1-c1ccccc1 | 2% | ? | -22% | -6% | ? | 0% | 30%[activator] | -13% | -1.7% | ? | 14%
COC(=O)[C@@H]1C[C@H]1[C@@H](NS(=O)(=O)c1ccc(-c2ccccc2)cc1)c1ccccc1 | · | · | 2% | 2% | · | 0% | -3% | · | -0.5% | 1% | 10%
O=C(OC[C@@H](O)CO)c1ccccc1Nc1ccnc2cc(Cl)ccc12 | 3%[20.5 µM] | 2%[20.6 µM] | -4%[25.6 µM] | -2%[26 µM] | -3%[25.6 µM] | 5%[25.6 µM] | ? | 4%[25.5 µM] | -0.4%[20.6 µM] | ? | 1%[25.6 µM]
O=C(O)Cc1ccc(NC(=O)c2cccs2)cc1 | -1% | 6% | -5% | -1% | 9% | -1% | -18% | ? | 12% | -5% | -7%
CCOC(=O)N1CCN(C(=O)CN(c2cccc(C)c2)S(=O)(=O)c2ccc(C)cc2)CC1 | -1% | -2% | -11% | 0% | -2% | -2% | ? | 1% | 0.2%[57.5 µM] | -7% | 2%
CCOC(=O)Cc1csc(NC(=O)c2cccc(N3C(=O)CCC3=O)c2)n1 | 3% | -2% | 6% | -4% | 11% | -3% | 8% | -7% | -0.7% | 5% | -3%
COc1ccc(C)c(S(=O)(=O)Nc2ccc(OCC(=O)O)cc2)c1 | -6% | · | 3% | 1% | 9% | -4% | · | -1% | -0.1% | -3% | -2%
CCOC(=O)N1CCN(CC(O)COC2CC(C)CC(C)(C)C2)CC1 (centres undefined) | 1% | 4% | 12% | -3% | -12% | 0% | -5% | 1% | 0.0% | 1% | -18%
CC(O)C(O)C(O)C(O)C1NCCS1 (centres undefined) | -2% | 0% | -1% | -4% | -18% | -4% | -5% | 4% | 1.6% | 0% | -2%
Cc1cccn2cc(-c3ccc(F)cc3)nc12 | 4% | 2% | ? | -2% | -3% | -4% | -3% | 7.9µM* | -0.9%[9.22 µM] | 1% | 1%
N#CCCn1c(=O)c(-c2cccc(C#N)c2)nc2cnc(N3CCOCC3)nc21 | -3% | 0%[9.22 µM] | 15% | -4% | 2% | -13% | -7% | 2%[11.4 µM] | -0.1% | ? | 60%
CCCCN(C(=O)NC(=O)Nc1cc(C)ccc1C)S(C)(=O)=O | 4% | -2% | -6% | 0% | 3% | -1% | -11% | 1% | -0.1%[57.5 µM] | 1% | 7%
CCn1c(SCC(=O)Nc2nc(C)c(C(=O)OC)s2)nnc1C(C)C | 4% | 0% | -10% | -3% | 7% | -2% | 5% | -3% | 0.2%[57.5 µM] | 7% | -6%
O=C(CSc1nnc(Cn2c(=O)sc3ccccc32)n1-c1ccccc1)NCc1ccco1 | 16% | 4% | -8% | -8% | -2% | -4% | -13% | 0% | 0.1% | -3% | ?
CCOc1ccc(CCN2C(=O)CCC2(C)C(=O)NC(C)CC)cc1OCC (centres undefined) | 8% | 6% | 6% | -3% | 2% | -3% | -3% | 0% | -0.2% | ? | 7%
O=C(Nc1ccc(Cl)c(Cl)c1)N1CCC(N2CCCCC2)CC1 | 4% | -2% | 9% | -4% | -10% | -8% | 9% | -1% | 1.3% | -7% | 11%
CCOC(=O)c1cnc(SCC(=O)NCc2ccco2)nc1N | 4% | 0% | 10% | -2% | 8% | -9% | 25µM* | 5% | · | 2% | 15%
Cc1cc(C)cc(N2CCCn3c2nc2c3c(=O)n(CCN3CCOCC3)c(=O)n2C)c1 | 2% | -2% | 8% | -1% | 5% | -7% | -13% | 1% | 0.5%[57.5 µM] | 7% | 0%
COc1cc2nc(NC(=O)c3ccc(Cl)cc3)[nH]c(=O)c2cc1OC | -3% | 0% | -10% | -2% | 2% | -4% | -17% | 1% | -0.6% | -8% | 16%
CCCCC(OC(=O)c1cc2occc2n1C)C(=O)NCC1CCCO1 (centres undefined) | -2% | 0% | 21% | -5% | -29% | -11% | 5% | 0% | -2.2% | ? | 6%
Cc1ccc(Cl)cc1N1CCN(C(=O)CCS(=O)(=O)c2cccc3nonc23)CC1 | 0% | 0% | -5% | -3% | -25% | -1% | 29% | 1% | -0.3% | ? | 13µM*
COCCNC(=O)CN(C(=O)CCC(=O)Nc1cc(C)on1)c1cccc(C)c1C | 2% | -2% | -8% | -3% | 14% | -4% | 2% | 1% | 0.4%[57.5 µM] | 2% | -12%
CCCCn1c(SCC(=O)Nc2ccc(OC)cc2)nc2ccc(N3CCOCC3)cc2c1=O | -1% | 0% | ? | -1% | ? | -13% | -16% | -1% | -2.3%[0.369 µM] | ? | -22%
CC12CN3CCN(CC(C3)C1(O)CN1CCCCC1)C2 (centres undefined) | 12%[9.17 µM] | -2% | 1%[11.4 µM] | 3%[11 µM] | -2%[11.4 µM] | 1%[11.4 µM] | -7% | 2% | -1.4%[0.0738 µM] | ? | -9%[11.4 µM]
CN(C)Cc1ccccc1-c1nccc(NC2CC2)n1 | 3% | 6%[9.22 µM] | 9% | -1% | 7% | -5% | 5% | -2%[2.29 µM] | 0.3% | 1% | 2%
O=C(Nc1cccc2ccccc12)c1cnccn1 | 3% | -1% | -8% | 0% | 8% | -4% | 10% | -9% | -0.1%[57.5 µM] | -5% | -14%
CCOc1ccc(NC(=O)CCN2CCCCC2)cc1 | -1% | -1% | 16% | 2% | -1% | -4% | 0% | 0% | · | -2% | -7%
CC(=O)N1CN(Cc2ccccn2)Cc2c1sc1c2CCCC1 | 0% | 1% | 1% | ? | 23% | -5% | -27% | -1% | 0.9% | 7% | 50%
O=C(O)/C=C\C=C/c1ccc2c(c1)OCO2 | -3%[9.17 µM] | 2%[9.22 µM] | ? | 1%[11 µM] | -4%[11.4 µM] | 8%[11.4 µM] | 4%[11.5 µM] | 2%[11.4 µM] | -1.1%[9.22 µM] | -4%[7.6 µM] | 7%[11.4 µM]
COC(=O)c1cc(NC(=O)CSc2nnc(CN3CCOCC3)n2C)ccc1Cl | -5% | -2% | -4% | ? | ? | -9% | -8% | 0% | -0.9% | 1% | 37%
Fc1ccc2nc(Nc3nc4c(s3)CCCC4)sc2c1 | -9% | ? | ? | -14% | ? | 1% | ? | ? | -2.3% | ? | 80%
CCn1c(-c2ccccc2O)n[nH]c1=S | -3% | 0% | -7% | -5% | -9% | 5% | -17% | 1% | -1.5% | -5% | 14%
COc1ccc(S(=O)(=O)NC(CC(=O)NCCc2ccc(OC)c(OC)c2)c2ccco2)cc1 (centres undefined) | 3% | -2% | 1% | 3% | -4% | -5% | 7% | -4% | -1.4% | -7% | 7%

Assay outcomes: PubChem, National Center for Advancing Translational Sciences (NCATS)
